# Assay outcomes (PubChem)
# RAD54 branch: blocks human RAD54 Holliday junction branch migration; Q92698; FAM/BHQ fluorescence; inhibition, % at 10.4 µM; 0.14% of 360,000 active;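 active means mean normalized replicate activity at least 40 and at least half of replicates scoring 40 or more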;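 further: 0% = median of neutral control wells and 100% = median of positive control wells; inhibitors cause a drop in the FAM fluorescence signal; in these data hits start at about 50%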
# S100A4 inh HTS: S100A4-myosin IIA interaction inhibition; P26447; S100A4/TAMRA-MyoIIA peptide fluorescence polarization; inhibition, % at 10.7 µM; 0.14% of 360,000 active; AID 652163;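 active means mean inhibition of at least 70% across replicates, with every replicate also reaching that level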
# Target sequence (P26447 whole entry, looked up): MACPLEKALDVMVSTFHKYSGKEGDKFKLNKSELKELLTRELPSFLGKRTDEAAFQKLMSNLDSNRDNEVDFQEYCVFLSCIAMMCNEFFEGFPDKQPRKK
#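 Material: human S100A4 monomer with TAMRA-labelled myosin IIA peptide; buffer or medium: HEPES pH 7.2 with CaCl2, KCl, NaCl, DTT, Triton; compound dosing: one concentration per compound; schedule: 5 min incubation before reading; benchmarks: neutral control DMSO, positive control TFP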
# E-selectin induc: induces E-selectin expression in human endothelial cells; AID 686992; HUVEC E-selectin immunofluorescence imaging; normalized: neutral wells 0, TNF-alpha wells 100; 0.37% of 260,000 active; P16581; activation, % at 7.58 µM;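 active means mean E-selectin-positive cell signal at least 10% of the positive control, reached in at least 60% of replicates, without over 20% cell loss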;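 further: in these data hits start at about 27%; measured in HUVEC primary endothelial cells; signal is the percent of cells scored E-selectin positive by PE staining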
#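 Assay system: HUVEC primary endothelial cells. Input: 3,000 HUVEC seeded per well. Doses: one compound dose added by pin transfer. Read-out basis: % PE-positive cells. Benchmarks: TNF-alpha high, DMSO low. Detection: immunofluorescence imaging. Buffer or medium: EGM-2, gelatin.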
# esBAF inh: blocks esBAF chromatin remodeling in mouse ES cells. Bmi1-luciferase knock-in reporter, 24 h; 100% = twice the neutral-well signal. reporter increase, % at 12.5 µM. 2% of 350,000 active; in the data active means activation above about 40%;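 further: 0% = median of the plate's neutral control wells and 100% = double that signal; a rise in the Bmi1 reporter signal indicates esBAF inhibition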
# XiGFP reactiv: activators of X-chromosome reactivation in mouse fibroblasts | XiGFP mouse fibroblasts, % GFP-positive cells imaging, 3 d; cells co-treated with 5-aza-dC sensitizer; scaled so ellipticine positive control = 100% | activation, % at 7.58 µM | 0.055% of 360,000 active | AID 743238;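 active means mean normalized replicate activation at least 10% and every replicate at or above 10%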;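 further: 0% = median of on-plate neutral control wells and 100% = ellipticine 6 µM median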
#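 Material: XiGFP fibroblasts, SV40-immortalized; Buffer or medium: DMEM containing 5-aza-dC; Compound dosing: single point; Times: 3 days compound exposure.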
# FN deposit inh: fibronectin deposition inhibition | inhibition, % at 12.6 µM | 0.086% of 350,000 active | AID 743247 | AH1F fibroblasts, Alexa488-fibronectin deposition fluorescence, overnight;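 active means mean inhibition across replicates of 30% or more, regardless of how many single replicates reach that level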;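 further: positive control wells lacked labelled fibronectin entirely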
#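 Measured by – fluorescence 485/525 nm · System – AH1F fibroblast monolayer, labelled fibronectin deposition · Amount – 10000 cells per well · Buffer or medium – serum-reduced DMEM (2% serum) · Doses – single dose, pinned · Also added – fluorescent fibronectin at 24 nM final · Schedule – 1 h cell attachment, overnight exposure to compound and label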
# RAD52 inh: inhibitors of human RAD52 DNA annealing; P43351; recombinant RAD52 DNA annealing, FRET fluorescence; inhibition, % at 18.7 µM; 0.46% of 360,000 active; AID 651710;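 active means every replicate showing at least 50% inhibition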
# Target sequence (P43351 whole entry, looked up): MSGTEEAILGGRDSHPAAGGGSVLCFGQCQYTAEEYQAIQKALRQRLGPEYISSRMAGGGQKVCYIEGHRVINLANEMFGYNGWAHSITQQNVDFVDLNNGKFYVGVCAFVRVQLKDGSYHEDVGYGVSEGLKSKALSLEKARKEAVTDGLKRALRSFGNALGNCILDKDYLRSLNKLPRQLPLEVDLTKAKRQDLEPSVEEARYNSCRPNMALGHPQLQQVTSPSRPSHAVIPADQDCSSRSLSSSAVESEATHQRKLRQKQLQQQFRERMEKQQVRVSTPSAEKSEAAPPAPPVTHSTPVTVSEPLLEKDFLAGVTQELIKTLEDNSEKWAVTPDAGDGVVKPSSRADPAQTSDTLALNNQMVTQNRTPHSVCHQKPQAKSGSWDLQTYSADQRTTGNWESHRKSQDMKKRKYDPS
# EWS-Fli inh: blocks EWS/Fli oncoprotein-driven transcription | A673 NR0B1-luciferase reporter, viability-normalised | inhibition, % at 12.6 µM | 0.67% of 350,000 active;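 active means mean inhibition of at least 50% after viability correction, with every replicate also passing that limit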;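 further: firefly luciferase signal divided by Alamar Blue viability fluorescence both relative to DMSO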
# Numbers without * were called inactive; nt = not tested or not shown.
SMILES,RAD54 branch,S100A4 inh HTS,E-selectin induc,esBAF inh,XiGFP reactiv,FN deposit inh,RAD52 inh,EWS-Fli inh
COCC(=O)Nc1ccc2c(c1)C(=O)N(C)C[C@H](OC)[C@H](C)CN(Cc1cccc(F)c1)[C@H](C)CO2,0,12,0.6,-2,0.3,-3,-9,9
C[C@@H]1CN([C@@H](C)CO)S(=O)(=O)c2ccc(C3=CCCC3)cc2O[C@@H]1CN(C)C(=O)C1CCCCC1,-4,6,-0.2,-11,-0.3,nt,2,10
CCOc1ccc(NC(=O)CN2CCN(c3ccccc3C)CC2)cc1S(=O)(=O)N1CCCC1,6,-8,nt,3,-0.2,4,-16,2
COc1ccc(-c2cc(-c3n[nH]c(=S)n3-c3cccc4ccccc34)[nH]n2)cc1,-5,1,nt,-1,0.5,-4,-11,20
Cc1ccc(S(=O)(=O)N(C)C)cc1NC(=O)COC(=O)/C=C/c1ccc2c(c1)OCO2,-4,11,1.9,-6,-0.1,-8,-21,-8
COc1cc(SC)ccc1C(=O)NCc1ccccc1,-3,nt,nt,8,-0.2,nt,nt,4
Cc1ccc(NC(=O)C2CC(=O)N(CCc3ccccc3)C2)cc1Cl (stereo not given),4,-4,4.3,1,0.0,1,-13,3
COC(=O)c1ccccc1NC(=O)CS(=O)(=O)Cc1nc(-c2ccc(C)cc2)oc1C,-4,0,0.4,-4,-0.1,-1,-13,-5
COc1ccccc1C(=O)NC(=O)COC(=O)c1cnccn1,-5,1,0.1,0,0.4,5,11,-7
Cc1ccccc1C(=O)Oc1ccc2ccc(O)cc2c1,13,-2,nt,62*,0.1,0,-14,-78
Cc1ccc(NC(=O)c2ccc3c(c2)C(=O)N(c2cc(C)ccc2C)C3=O)nc1,-5,1,0.3,14,0.3,nt,-1,nt
CCCNC(=O)[C@@H]1[C@@H](CO)[C@@H]2Cn3c(cccc3=O)[C@@H]2N1Cc1ccccn1,2,-3,-0.2,3,0.1,nt,-31,-4

# Next part; the last four above are carried over.
SMILES,RAD54 branch,S100A4 inh HTS,E-selectin induc,esBAF inh,XiGFP reactiv,FN deposit inh,RAD52 inh,EWS-Fli inh
COc1ccccc1C(=O)NC(=O)COC(=O)c1cnccn1,-5,1,0.1,0,0.4,5,11,-7
Cc1ccccc1C(=O)Oc1ccc2ccc(O)cc2c1,13,-2,nt,62*,0.1,0,-14,-78
Cc1ccc(NC(=O)c2ccc3c(c2)C(=O)N(c2cc(C)ccc2C)C3=O)nc1,-5,1,0.3,14,0.3,nt,-1,nt
CCCNC(=O)[C@@H]1[C@@H](CO)[C@@H]2Cn3c(cccc3=O)[C@@H]2N1Cc1ccccn1,2,-3,-0.2,3,0.1,nt,-31,-4
Cc1ccc(NC(=S)NC2CCSc3ccccc32)cc1C (stereo not given),2,0,2.6,nt,0.1,3,-11,2
CN1/C(=C\C=N\NC(=O)c2cccnc2)C(C)(C)c2ccccc21,nt,-16,0.0,9,0.2,5,-7,-5
CO[C@H]1CN(C)C(=O)c2ccc(NC(=O)C3CC3)cc2OC[C@@H](C)N(C(=O)C2CCCCC2)C[C@H]1C,0,-2,0.0,2,0.3,7,2,0
C[C@H](CO)N1C[C@H](C)[C@@H](CN(C)C)Oc2ccc(NC(=O)Nc3ccc4c(c3)OCO4)cc2C1=O,10,1,-5.1,-4,-0.9,-7,2,-3
CNS(=O)(=O)c1cccc(C(=O)OCC(=O)Nc2ccc3ccccc3c2)c1,0,-12,1.2,4,0.3,0,-2,-10
COc1cccc(NC(=O)N(C)C[C@@H]2Oc3ncc(/C=C/c4ccccc4)cc3C(=O)N([C@H](C)CO)C[C@@H]2C)c1,3,4,0.2,3,-0.9,nt,2,-5
CN1CCN(C(=O)c2ccc(Oc3ccc([N+](=O)[O-])cc3)cc2)CC1,-3,-7,nt,-1,-0.1,nt,-8,5
Cc1cc(C)c(NC(=O)CSc2nc3ccccc3c(=O)n2CCCN2CCOCC2)c(C)c1,-2,-1,nt,0,-0.1,4,-8,2
CN1C(=O)c2cc(NC(=O)c3cccs3)ccc2OC[C@@H]2O[C@@H](CC(=O)NCC3CC3)CC[C@@H]21,-4,nt,-0.1,-2,0.2,4,nt,0
Cc1ccccc1NC(=O)Cc1nnc(SCC(=O)NC2CCCCC2)n1C,-2,18,nt,-9,0.0,5,2,-8
CC12CCC(=O)N1C(C(=O)Nc1nc3ccccc3s1)CS2 (stereo not given),-4,1,nt,1,-0.2,18,-15,-12
Cc1ccc(O)c(NC(=O)CN(C)S(=O)(=O)c2ccc(Cl)cc2)c1,-4,6,-0.1,4,0.0,-15,-24,-11
COc1ccc(S(=O)(=O)Nc2ccc3c(c2)C(=O)N([C@H](C)CO)C[C@H](C)[C@@H](CN(C)CC2CC2)OCCCC[C@H](C)O3)cc1,4,8,2.1,-1,-0.5,nt,24,-9
COc1ccccc1-c1cnc(C(O)c2cc(C)ccc2C)[nH]1 (stereo not given),-2,0,-0.1,-1,0.0,1,-15,0
C[C@H]1CN([C@@H](C)CO)C(=O)Cc2cc(NC(=O)CCCCCC(=O)Nc3ccccc3N)ccc2O[C@@H]1CN(C)Cc1ccc(Cl)c(Cl)c1,1,0,-5.0,2,0.3,nt,-15,30
COC(=O)Nc1sc(C(=O)N(C)C)c(C)c1C(=O)OC,3,-2,nt,-3,nt,nt,-7,nt
COc1cc(C2SCC(=O)N2c2c(C)n(C)n(-c3ccccc3)c2=O)ccc1O (stereo not given),-14,-7,0.5,-2,-0.3,-3,-8,2
CC(NC(=O)CN1C(=O)NC2(CCCCCC2)C1=O)c1ccccc1 (stereo not given),1,-1,0.0,-6,-1.1,2,4,-15
Cc1ccccc1-c1ccc(Nc2ccc(C(=O)N3CCOCC3)cc2)nn1,1,4,nt,4,nt,nt,1,nt
COc1ccccc1C(O)P(=O)(OC1CCCCC1)OC1CCCCC1 (stereo not given),nt,-3,6.9,-2,0.0,0,-3,7
CNC(=O)c1nc(C)c(C2(C)CC(c3ccccc3)=NO2)s1 (stereo not given),1,1,-0.1,-3,-0.1,1,-19,-8
O=C1ON=C(c2ccccc2)/C1=C/c1ccc(O)c(O)c1,-7,-12,nt,-6,0.1,nt,-36,18
COc1cccc(NC(=O)COc2ccc(C(=O)N3CCN(C)CC3)cc2)c1,-4,-3,nt,6,0.0,1,-5,-10
CC(=O)N(C)c1ccc(NC(=S)Nc2ccc(C(C)C)cc2)cc1,-5,-8,nt,11,0.1,-26,-25,3
CN(C)C(=O)c1cccc(-c2ccc([C@H]3[C@H]4CN(CC5CCOCC5)CCCCN4[C@H]3CO)cc2)c1,1,-1,0.0,2,0.0,3,-1,-7
CCOc1ccc(C(=O)NCc2ccco2)cc1OC,-4,-2,nt,1,0.0,-13,1,-3
COC(=O)c1ccc(C(=O)N2CCCC(CNC(=O)c3ccccc3Cl)C2)cc1 (stereo not given),nt,-1,nt,nt,0.0,1,-15,-12
CC(C)CCNC(=O)CN(Cc1ccccc1)C(=O)CCC(=O)Nc1nccs1,8,-4,nt,-3,0.0,-16,-5,6
COc1c(OC)c(O)c2c(=O)cc(-c3c(O)cccc3O)oc2c1OC,11,-1,nt,31,nt,nt,-10,-9
O=C(CN1CCOCC1)N[C@@H]1CC[C@H](CCn2cc(C3CCCCC3)nn2)O[C@H]1CO,-6,9,-0.6,1,0.6,-16,-5,nt
COc1ccccc1C(=O)N1C[C@H]2[C@@H](c3ccccc31)[C@H](CO)N2C(=O)Nc1ccccc1,7,-7,-0.1,-5,0.2,nt,2,5
CCOC(=O)Cn1cc(C#N)c2cccc(CC)c21,1,9,-0.2,-1,0.2,-5,-1,2
CCOc1ccc(-c2nc(CN3CCCC(C(=O)N4CCOCC4)C3)c(C)o2)cc1 (stereo not given),-13,0,-0.1,13,0.0,3,-23,nt
CN1CCN(C(=O)C[C@@H]2CC[C@H]3[C@@H](COc4ccc(NC(=O)C5CCOCC5)cc4C(=O)N3C)O2)CC1,-2,0,0.6,1,0.1,7,1,1
O=C(NNc1cc(C(F)(F)F)ccc1Cl)c1ccc(=O)[nH]c1,2,2,nt,-4,0.0,-10,-4,2
Cc1ccc(N2C(SCC(=O)O)=NC(=Nc3cccc(C)c3)C23CCCC3)cc1,12,0,nt,5,0.1,0,-17,9
O=C(O)CSc1ccnc2cc(Cl)ccc12,12,-1,0.1,nt,0.0,-8,-12,-8
O=C(Nc1ccccc1)Nc1scc2c1c(=O)oc1ccccc12,nt,-1,0.2,nt,0.0,-10,-12,-92
CC(C)c1ccc(S(=O)(=O)N2CCN(C(=O)CN3C(=O)NC4(CCCCC4)C3=O)CC2)cc1,nt,3,0.8,nt,-0.1,-1,-7,4
N#Cc1ccsc1NC(=O)CSc1nnnn1-c1ccc(O)cc1,nt,-1,5.6,26,0.0,5,-77,-13
CCCCNC(=O)C[C@@H]1C[C@@]2(C(=O)OCC)CCC=C2N(Cc2ccc3c(c2)OCO3)C1=O,nt,-1,nt,nt,0.3,-7,-6,3
CCCNC(=O)N1[C@H](C#N)[C@H](c2ccc(-c3ccc(C(=O)N(C)C)cc3)cc2)[C@@H]1CO,5,-6,-0.1,-3,0.2,5,-20,26
CCCCNC(=O)C1C(c2ccc(OC)cc2)=Nc2ccccc2N1C(=O)Cc1cc(OC)cc(OC)c1 (stereo not given),nt,5,0.1,nt,0.2,7,-34,-22
Cc1noc(C)c1NC(=O)Nc1ccc2c(c1)C(=O)N([C@@H](C)CO)C[C@H](C)[C@@H](CN(C)S(=O)(=O)c1c(C)noc1C)OCCCC[C@H](C)O2,-2,-6,0.8,-3,-0.3,nt,-3,-12
O=C(N1CCOCC1)N1CCN(c2ccccc2F)CC1,5,10,-2.2,-11,0.0,1,-1,-7
Cc1cc(NC(=O)CCC(=O)N(CC(=O)NC2CCCC2)c2ccc(Cl)cc2)no1,4,-2,nt,-5,0.3,7,-6,-10
Cc1ccc(C(=O)/C=C/Nc2ccc(S(=O)(=O)Nc3onc(C)c3C)cc2)cc1,nt,5,-0.4,nt,0.5,6,-10,-1
C[C@H](CO)N1C[C@H](C)[C@H](CN(C)C(=O)Nc2ccc(C(F)(F)F)cc2)Oc2ccc(NC(=O)Nc3ccc(C(F)(F)F)cc3)cc2CC1=O,-1,-14,0.9,-3,0.2,nt,12,19
C[C@H]1CN([C@@H](C)CO)C(=O)c2cc(NS(C)(=O)=O)ccc2O[C@@H]1CN(C)C(=O)Nc1ccc(F)cc1,-18,0,nt,-1,0.2,nt,6,-3
CCC(=O)N(C)C[C@@H]1Oc2cc(C#Cc3ccccn3)ccc2S(=O)(=O)N([C@H](C)CO)C[C@H]1C,-4,18,-0.1,0,0.4,6,-5,-2
